Screening results: PubChem, The Scripps Research Institute Molecular Screening Center
DAX1 inh-1 = DAX1 (NR0B1) inhibitors, primary screen, cell-based, HEK293, Gal4-DAX1, luciferase luminescence. inhibition, % at 6.75 µM. 340,000 tested, 0.99% active. HEK293 Gal4-DAX1 luciferase reporter. AID 504766, 2011;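 active means inhibition above the mean over all tested compounds plus 3 SD, cut at about 4.2% in these data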;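 further: 0% = DAX1-transfected cells with DMSO and 100% = empty-vector control cells with DMSO; inhibition shows as a rise in luminescence from relieved DAX1 repression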
sPLA2-III inh = human group III sPLA2 inhibitors, primary screen, biochemical, QFRET, BODIPY PC-A2 liposome substrate. Group 3 secretory phospholipase A2 (Homo sapiens), Q9NZ20. QFRET BODIPY PC-A2 liposome hydrolysis, fluorescence. inhibition, % at 12.2 µM. 370,000 tested, 0.56% active. AID 743126, 2013;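 active means inhibition above mean plus 3 SD of compounds lying within the high and low control bounds, cut at about 19% in these data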;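 further: 0% = median of test compound wells and 100% = no enzyme DMSO wells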
Target sequence (Q9NZ20 whole entry, looked up): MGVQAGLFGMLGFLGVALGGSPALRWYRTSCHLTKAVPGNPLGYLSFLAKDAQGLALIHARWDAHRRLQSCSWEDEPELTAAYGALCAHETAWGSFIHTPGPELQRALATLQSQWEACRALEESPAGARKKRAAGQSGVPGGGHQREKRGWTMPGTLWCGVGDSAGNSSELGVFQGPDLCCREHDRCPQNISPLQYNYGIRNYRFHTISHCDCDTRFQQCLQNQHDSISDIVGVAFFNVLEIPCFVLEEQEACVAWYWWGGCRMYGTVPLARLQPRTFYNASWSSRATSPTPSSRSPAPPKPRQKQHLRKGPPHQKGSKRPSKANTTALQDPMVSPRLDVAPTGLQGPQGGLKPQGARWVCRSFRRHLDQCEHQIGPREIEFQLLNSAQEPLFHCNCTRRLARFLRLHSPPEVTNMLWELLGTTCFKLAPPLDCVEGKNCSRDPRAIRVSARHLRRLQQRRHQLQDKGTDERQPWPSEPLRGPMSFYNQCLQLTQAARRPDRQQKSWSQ
ADAM10 inh = human ADAM10 inhibitors, primary screen, biochemical, QFRET, HTS. Disintegrin and metalloproteinase domain-containing protein 10 (Homo sapiens), O14672. recombinant ADAM10, EDANS/DABCYL FRET peptide cleavage, 3 h. inhibition, % at 7 µM. 370,000 tested, 0.62% active. AID 720582, 2013;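 active means inhibition above a per-campaign cutoff equal to the mean of compounds falling between control-based bounds plus 3 SD, cut at about 20% in these data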;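 further: 0% = DMSO wells while the 100% control is not disclosed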
Target sequence (O14672 214-748 limits assumed): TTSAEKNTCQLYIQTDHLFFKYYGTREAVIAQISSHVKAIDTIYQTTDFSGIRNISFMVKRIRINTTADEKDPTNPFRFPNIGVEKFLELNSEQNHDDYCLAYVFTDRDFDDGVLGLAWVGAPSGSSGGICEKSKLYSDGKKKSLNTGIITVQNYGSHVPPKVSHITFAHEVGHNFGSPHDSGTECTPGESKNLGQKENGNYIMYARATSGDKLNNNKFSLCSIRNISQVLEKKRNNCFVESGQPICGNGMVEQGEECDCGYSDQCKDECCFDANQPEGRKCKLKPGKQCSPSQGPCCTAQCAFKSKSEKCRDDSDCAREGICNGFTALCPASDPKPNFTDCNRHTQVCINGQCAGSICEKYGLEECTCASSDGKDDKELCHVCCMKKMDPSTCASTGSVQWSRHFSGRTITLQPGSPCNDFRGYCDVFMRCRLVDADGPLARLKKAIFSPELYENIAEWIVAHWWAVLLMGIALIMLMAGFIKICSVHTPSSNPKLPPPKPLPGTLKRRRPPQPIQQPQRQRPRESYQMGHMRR
ADAM17 inh = ADAM17 inhibitors, primary screen, biochemical, QFRET | recombinant ADAM17, EDANS/DABCYL FRET peptide cleavage | inhibition, % at 6.95 µM | 370,000 tested, 0.83% active;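 active means inhibition above the mean of compounds lying between control limits plus 3 SD, set per campaign, cut at about 8.5% in these data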;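 further: 0% = DMSO-only wells as the low control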
ssDAF12 agonist = S. stercoralis DAF-12 nuclear receptor activators, primary screen, cell-based, luminescence, HEK293, GRIP1 co-expression, lit1-tk-luc | Nuclear hormone receptor DAF-12 (Strongyloides stercoralis) | HEK293 ssDAF-12/GRIP1 lit1-tk-luc reporter; % of 3 µM dafachronic acid response | activation, % at 6.8 µM | 370,000 tested, 1% active;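 active means activation above the mean over all tested compounds plus 3 SD, cut at about 0.9% in these data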;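 further: 0% = DMSO-only wells and 100% = 3 µM delta7-dafachronic acid wells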
PLCb3 inh = human PLC-beta3 inhibitors, primary screen, biochemical, fluorescence; 1-phosphatidylinositol 4,5-bisphosphate phosphodiesterase beta-3 (Homo sapiens), Q01970; Purified PLC-beta3, fluorogenic substrate; inhibition, % at 12.2 µM; 370,000 tested, 0.18% active; AID 720704, 2013; in the data active means inhibition above about 11%;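 further: 0% = median of compound wells on plate and 100% = full blocker control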
PLC-gamma1 inh = PLC-gamma1 enzyme inhibitors, primary screen, biochemical, fluorescence, purified enzyme | 1-phosphatidylinositol 4,5-bisphosphate phosphodiesterase gamma-1 (Homo sapiens), P19174 | fluorogenic substrate | inhibition, % at 12.2 µM | 370,000 tested, 0.84% active | AID 720700, 2013; in the data active means inhibition above about 9.5%
hcDAF-12 act = H. contortus DAF-12 nuclear receptor activators, primary screen, cell-based, luminescence, HEK293, lit1-tk-luc reporter; HEK293 hcDAF-12 lit1-tk-luc reporter; 0% DMSO, 100% Δ7-dafachronic acid; 370,000 tested, 1.4% active; activation, % at 6.8 µM;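 active means activation above the mean of all tested compounds plus 3 SD, cut at about 5.5% in these data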;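 further: 100% = response to 3 µM Δ7-dafachronic acid high control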
FXN GAA850 act = FXN promoter activators, primary screen, cell-based, luciferase luminescence, HEK293 lucGAA850; activation, % at 6 µM; 360,000 tested, 0.56% active; AID 540364, 2011; HEK293 lucGAA850 FXN promoter luciferase reporter, 24 h; percent of 10 µM SAHA response;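 active means activation above the average of all compounds screened plus 3 SD, cutoff fixed separately per campaign, cut at about 7.5% in these data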;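 further: 0% = DMSO wells and 100% = 10 µM SAHA wells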
DAX1 inh-2 = DAX1 (NR0B1) inhibitors on StAR promoter, primary screen, cell-based, luminescence, SF-1 (NR5A1), full-length DAX-1; AID 652010, 2013; HEK293T StAR-luciferase reporter, SF-1/DAX-1 repression relief; 370,000 tested, 1.1% active; inhibition, % at 6.8 µM;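 active means inhibition above the mean over all tested compounds plus 3 SD, cut at about 3.6% in these data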;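 further: 0% = DAX-1 cells with DMSO and 100% = cells lacking DAX-1 with DMSO; higher inhibition means more luminescence from relief of DAX-1 repression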
hgDAF-12 ag = H. glycines DAF-12 receptor agonists, primary screen, cell-based, luminescence, HEK293, GAL4 fusion, UAS-luciferase. 370,000 tested, 1.8% active. HEK293 GAL4-hgDAF12 UAS-luciferase reporter, agonist luminescence; normalized to butyrate control. activation, % at 6.8 µM. Nuclear hormone receptor DAF-12 (Heterodera glycines), GAL4 fusion. AID 687014, 2013;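 active means activation above a cutoff set at the mean of all screened compounds plus 3 SD, cut at about 10% in these data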;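 further: 0% = DMSO wells and 100% = sodium butyrate wells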
An asterisk follows results filed as active; i = inactive; · = not tested or not shown.

SMILES	DAX1 inh-1	sPLA2-III inh	ADAM10 inh	ADAM17 inh	ssDAF12 agonist	PLCb3 inh	PLC-gamma1 inh	hcDAF-12 act	FXN GAA850 act	DAX1 inh-2	hgDAF-12 ag
Cc1cccc(C(=O)Nc2cccc(C(=O)N/N=C/c3ccccn3)c2)c1	2.3	-9	6	0	-1.1	-3	0	-1.5	3.1	-0.4	-0.1
COc1ccc(S(=O)(=O)N2CCCCCC2)cc1C(=O)N(C)Cc1ccc(C(C)(C)C)cc1	0.9	6	-7	-5	-0.9	-5	0	-0.2	-0.5	0.0	-2.4
CCc1ccccc1NC(=O)CN(C)S(=O)(=O)c1ccc2c(c1)c(=O)n(C)c(=O)n2C	-0.2	3	-6	-2	-1.3	2	0	-0.7	0.2	-0.3	1.1
CCc1nnc(NC(=O)CSc2nnc3c(C)cc4c(C)ccc(C)c4n23)s1	-3.2	-4	-2	3	-1.8	0	8	-3.1	-1.2	-1.8	0.4
COCCNC(=S)Nc1ccc(S(=O)(=O)Nc2ncccn2)cc1	0.4	15	5	-7	-0.8	1	-5	-1.0	-1.4	0.1	-1.3
CCOc1cc(C(=O)Nc2cccc(C(C)=O)c2)ccc1OCC(=O)N1CCCCC1	0.9	-4	-4	0	-1.3	-1	2	-1.6	0.8	-0.1	-1.4
O=C(NCc1cn(-c2ccccc2)nc1-c1ccccc1)c1cccc([N+](=O)[O-])c1	-0.2	-9	19	2	-0.3	1	7	-0.3	-3.3	-1.1	2.3
Cc1ccc(C)c(C(=O)CCC(=O)OCn2nnc3ccccc3c2=O)c1	0.5	0	-7	-3	-1.4	-2	0	-0.9	3.9	1.1	1.1
CCn1c(SCC(=O)Nc2ccc(C(C)C)cc2)nnc1-c1ccc(C(C)(C)C)cc1	·	6	-2	2	-0.5	0	2	0.3	·	-1.0	-0.1
CC1(C)C(=O)C2(CCCCC2)C(=O)OC1c1cccc([N+](=O)[O-])c1 (stereo not given)	3.2	7	-5	-4	-1.7	-2	-2	-0.7	1.1	-0.1	-2.1
O=C(N/N=C/c1ccccc1C(=O)O)c1cccc(S(=O)(=O)Nc2cc(Cl)ccc2Cl)c1	0.6	-24	11	-2	-1.7	-14	-2	-0.2	0.7	0.2	3.0
CC1CCC2(CC1)SCC(=O)N2c1ccccc1 (stereo not given)	-0.6	2	-7	-2	-1.2	0	0	-0.6	0.4	-0.5	1.7
COc1ccccc1N1CCN(C2CCCN(Cc3ccccc3OCCO)C2)CC1 (stereo not given)	1.8	11	-16	-6	-0.7	-9	-1	-0.8	0.3	0.3	2.4
O=C(c1ccccc1)N1CCN(c2ccc(NCc3ccc4c(c3)OCO4)cc2)CC1	-0.6	6	-17	-6	-1.1	-40	-29	-3.1	-0.4	-2.8	-5.0
O=S(=O)(NC(=S)Nc1ccccc1)c1ccc(F)cc1	1.2	-1	-1	-2	-1.4	-7	2	2.3	2.5	-0.2	-1.1
CCOC(=O)[C@]12CCCCC/C=C\1N(Cc1ccc(OC)cc1)C(=O)[C@H]2CC(=O)N1CCCCC1	·	1	5	0	-1.0	0	1	-1.1	·	0.7	0.2
C[C@H]1CCC[C@]2(O[C@@H](CCO)C[C@@H](O)[C@@H]2O)O1	2.6	9	-1	5	-1.2	7	9.9*	-0.9	2.5	0.3	1.8
COc1ccc(N2CCN(C(=S)Nc3ccc(C)cc3C)CC2)cc1	-0.9	5	21*	5	-0.6	6	5	0.0	2.1	-0.2	-0.6
O=C(/C=C/c1ccc2ccccc2n1)N1CCN(S(=O)(=O)c2ccc(F)cc2)CC1	-0.2	-12	-4	-1	-0.8	-16	-6	-0.2	-0.9	-1.6	-6.1
Cc1ccc(C)c(Cn2c(=O)n(CCCC(=O)NCc3ccco3)c(=O)c3ccccc32)c1	-1.1	14	-5	-3	-1.7	-2	1	-0.5	0.2	-0.2	-1.1
Cc1ccccc1C(O)c1ccncc1 (stereo not given)	2.6	9	10	0	-0.5	5	4	-0.9	-1.7	0.2	1.7
COc1ccc(-c2cc(C)no2)cc1S(=O)(=O)N1CCCN(Cc2ccccc2Cl)C1	0.6	-11	6	-4	-1.1	-6	4	-2.1	-1.5	2.5	-2.6
CC(C)(C)OC(=O)NNc1c2ccccc2nc2ccccc12	0.8	0	i	i	-0.4	-298	-213	5.4	4.1	0.3	6.1
CSC1=NS(=O)(=O)c2c(C)nn(C)c2S1	3.1	14	0	-3	-0.9	-6	0	-1.1	0.7	0.4	-0.8
Cc1ccc2c(c1)C(c1ccccc1)CC(=O)O2 (stereo not given)	0.7	-5	-6	-3	-0.2	-5	-1	-0.9	1.6	-0.2	1.2
The list goes on:
SMILES	DAX1 inh-1	sPLA2-III inh	ADAM10 inh	ADAM17 inh	ssDAF12 agonist	PLCb3 inh	PLC-gamma1 inh	hcDAF-12 act	FXN GAA850 act	DAX1 inh-2	hgDAF-12 ag
O=c1oc2ccccc2n1Cn1c(=O)oc2ccccc21	1.5	-3	-9	-5	-1.2	3	4	-1.8	3.0	0.5	-2.4
O=C(CN(C(=O)c1csnn1)c1cccc2ccccc12)NCc1ccccc1	-0.3	-5	-1	0	-1.3	-6	-2	-0.6	0.9	-0.4	-0.4
C=C(C)COc1ccc(-c2nc(N)ncc2-c2ccc(Br)cc2)c(O)c1	-0.2	-6	6	2	-1.6	-15	-5	-3.2	3.1	0.1	-1.6
COc1ccc(N(CC(=O)NN=C2CCCCCCC2)S(=O)(=O)c2ccccc2)cc1	-0.3	6	3	2	-1.0	-2	2	-0.8	0.9	-0.3	0.9
O=C1NC(c2ccccc2)C(C(=O)c2cccs2)=C1O (stereo not given)	1.6	3	-10	-9	-0.3	0	-2	0.9	-1.0	0.3	-0.6
Cc1oc2c(C)c3oc(=O)c(CCC(=O)NCCCn4ccnc4)c(C)c3cc2c1C	0.3	-13	-359	-108	-2.0	-425	-327	-1.3	2.5	1.0	-3.8
Cc1cccc(C(=O)O/N=C(/c2ccccc2)c2ccncc2)c1	-0.2	-2	0	-2	-0.5	-6	1	-1.3	0.2	-0.4	-1.6
CCOc1ccc(Cn2ccnc2CCl)cc1[N+](=O)[O-]	-0.6	-14	7	-3	-0.7	2	-2	3.3	2.0	-0.3	0.1
CC1CC(C)(C)NC(=S)N1CC(=O)NCc1ccc2c(c1)OCO2 (stereo not given)	2.0	7	9	-3	-0.7	-1	4	0.3	-0.1	0.4	-1.5
COc1ccc(CCNC(=O)CC(=O)N/N=C/c2ccc(C(=O)O)cc2)cc1OC	-2.1	-6	2	1	-1.3	-5	-2	-0.7	-1.0	-0.3	-0.8
Cc1nnsc1C(=O)N1CCCC(N2CCN(c3cccc(C(F)(F)F)c3)CC2)C1 (stereo not given)	0.6	5	8	-3	-0.7	-2	2	-2.5	2.9	-0.5	0.8
COc1cc(OC)cc(C(=O)NCC(=O)Nc2ccc(OC)c(Cl)c2)c1	-0.6	-4	-6	3	-0.7	-3	-3	-0.2	0.8	-0.3	-2.7
Cc1cc(NS(=O)(=O)c2ccc(NC(=O)CSc3nc4ncc(Br)cc4[nH]3)cc2)nc(C)n1	2.5	-4	-7	-5	-1.4	-7	0	0.1	1.0	0.7	3.0
c1ccc(CSc2ccc(-c3cccnc3)nn2)nc1	1.5	0	-2	-3	-1.1	-7	1	2.3	3.0	3.0	3.8
CC(=O)Nc1cccc(NC(=O)c2ccc(S(=O)(=O)NCc3ccco3)cc2)c1	1.1	-2	-2	-5	-1.1	-5	0	0.6	-0.5	-0.3	2.4
Cc1ccc(C(=O)Nc2onc(C)c2C#N)cc1	-0.4	0	7	5	-1.2	4	5	0.9	5.5	-0.3	-1.6
COC(=O)c1c(-c2ccsc2)sc2ccc(-c3cc(OC)c(OC)c(OC)c3)cc12	-1.6	-2	7	-1	-1.8	-134	-98	-2.9	-0.3	-0.7	-3.5
CCOc1cc(CNCC2CCCO2)cc(Br)c1OCC(N)=O (stereo not given)	1.7	5	3	0	-1.7	4	2	-0.2	-4.2	1.0	-1.4
CCN(c1ccccc1)S(=O)(=O)c1ccc(Cl)c(NC(=O)COC(=O)c2ccc(O)cc2)c1	-0.5	-37	20*	2	-1.7	1	1	0.5	2.0	-0.7	-0.4
COc1ccccc1NC(=S)N(Cc1ccco1)Cc1cc2cccc(C)c2[nH]c1=O	-2.2	-5	-4	-1	-1.2	-2	0	-2.6	-0.6	-1.6	0.3
Cc1ccccc1-c1nnc(SCc2ccc(F)cc2)o1	0.9	-5	6	1	-1.8	2	0	1.3	6.2	1.1	4.8
COCC(=O)N1[C@H](CO)[C@@H](c2ccc(-c3cccnc3)cc2)[C@H]1CN(C)S(=O)(=O)c1ccccc1[N+](=O)[O-]	·	0	-3	-1	-0.7	-4	-5	0.1	·	0.1	-3.5
O=C(Nc1ccccc1F)c1c[nH]c(=O)[nH]c1=O	0.2	4	-2	-2	0.6	-8	-4	0.1	-1.0	0.5	4.2
O=C(Cc1ccc(Cl)cc1)Nc1ccccc1C(=O)N1CCCC1	-0.5	1	-1	-2	-1.2	-3	0	-1.1	2.0	0.2	-2.2
CCOC(=O)C(=O)NCC(c1cccs1)S(=O)(=O)c1ccc(F)cc1 (stereo not given)	-0.3	5	-10	-4	-1.1	-8	0	-0.2	-0.1	1.2	2.4
O=C(Nc1nc(-c2ccccc2)cs1)c1ccc2c(=O)n3c(nc2c1)CCCCC3	-2.3	1	1	-1	-1.8	-13	-10	-3.7	-1.5	-1.6	-2.6
Cn1ccc2c(-c3cncc4ccccc34)cc3c(c21)C1CCC3C1 (stereo not given)	·	1	-47	-16	-1.9	-94	-66	-2.6	·	0.4	-0.6
CCC(Sc1ccc(C(=O)O)cc1)C(=O)O (stereo not given)	2.4	4	4	1	-1.2	0	4	-1.5	2.2	0.1	-0.2
